TcdB GH inh: TcdB glycohydrolase inhibitors, primary screen, biochemical, single point, plate reader; Toxin B (Clostridioides difficile), P18177; TcdB glycohydrolase enzymatic assay; inhibition, % at 9.99 µM; hit rate 0.24% among 350,000; AID 652162, 2013; in the data active = inhibition above about 10%
Target sequence (P18177 whole entry, looked up): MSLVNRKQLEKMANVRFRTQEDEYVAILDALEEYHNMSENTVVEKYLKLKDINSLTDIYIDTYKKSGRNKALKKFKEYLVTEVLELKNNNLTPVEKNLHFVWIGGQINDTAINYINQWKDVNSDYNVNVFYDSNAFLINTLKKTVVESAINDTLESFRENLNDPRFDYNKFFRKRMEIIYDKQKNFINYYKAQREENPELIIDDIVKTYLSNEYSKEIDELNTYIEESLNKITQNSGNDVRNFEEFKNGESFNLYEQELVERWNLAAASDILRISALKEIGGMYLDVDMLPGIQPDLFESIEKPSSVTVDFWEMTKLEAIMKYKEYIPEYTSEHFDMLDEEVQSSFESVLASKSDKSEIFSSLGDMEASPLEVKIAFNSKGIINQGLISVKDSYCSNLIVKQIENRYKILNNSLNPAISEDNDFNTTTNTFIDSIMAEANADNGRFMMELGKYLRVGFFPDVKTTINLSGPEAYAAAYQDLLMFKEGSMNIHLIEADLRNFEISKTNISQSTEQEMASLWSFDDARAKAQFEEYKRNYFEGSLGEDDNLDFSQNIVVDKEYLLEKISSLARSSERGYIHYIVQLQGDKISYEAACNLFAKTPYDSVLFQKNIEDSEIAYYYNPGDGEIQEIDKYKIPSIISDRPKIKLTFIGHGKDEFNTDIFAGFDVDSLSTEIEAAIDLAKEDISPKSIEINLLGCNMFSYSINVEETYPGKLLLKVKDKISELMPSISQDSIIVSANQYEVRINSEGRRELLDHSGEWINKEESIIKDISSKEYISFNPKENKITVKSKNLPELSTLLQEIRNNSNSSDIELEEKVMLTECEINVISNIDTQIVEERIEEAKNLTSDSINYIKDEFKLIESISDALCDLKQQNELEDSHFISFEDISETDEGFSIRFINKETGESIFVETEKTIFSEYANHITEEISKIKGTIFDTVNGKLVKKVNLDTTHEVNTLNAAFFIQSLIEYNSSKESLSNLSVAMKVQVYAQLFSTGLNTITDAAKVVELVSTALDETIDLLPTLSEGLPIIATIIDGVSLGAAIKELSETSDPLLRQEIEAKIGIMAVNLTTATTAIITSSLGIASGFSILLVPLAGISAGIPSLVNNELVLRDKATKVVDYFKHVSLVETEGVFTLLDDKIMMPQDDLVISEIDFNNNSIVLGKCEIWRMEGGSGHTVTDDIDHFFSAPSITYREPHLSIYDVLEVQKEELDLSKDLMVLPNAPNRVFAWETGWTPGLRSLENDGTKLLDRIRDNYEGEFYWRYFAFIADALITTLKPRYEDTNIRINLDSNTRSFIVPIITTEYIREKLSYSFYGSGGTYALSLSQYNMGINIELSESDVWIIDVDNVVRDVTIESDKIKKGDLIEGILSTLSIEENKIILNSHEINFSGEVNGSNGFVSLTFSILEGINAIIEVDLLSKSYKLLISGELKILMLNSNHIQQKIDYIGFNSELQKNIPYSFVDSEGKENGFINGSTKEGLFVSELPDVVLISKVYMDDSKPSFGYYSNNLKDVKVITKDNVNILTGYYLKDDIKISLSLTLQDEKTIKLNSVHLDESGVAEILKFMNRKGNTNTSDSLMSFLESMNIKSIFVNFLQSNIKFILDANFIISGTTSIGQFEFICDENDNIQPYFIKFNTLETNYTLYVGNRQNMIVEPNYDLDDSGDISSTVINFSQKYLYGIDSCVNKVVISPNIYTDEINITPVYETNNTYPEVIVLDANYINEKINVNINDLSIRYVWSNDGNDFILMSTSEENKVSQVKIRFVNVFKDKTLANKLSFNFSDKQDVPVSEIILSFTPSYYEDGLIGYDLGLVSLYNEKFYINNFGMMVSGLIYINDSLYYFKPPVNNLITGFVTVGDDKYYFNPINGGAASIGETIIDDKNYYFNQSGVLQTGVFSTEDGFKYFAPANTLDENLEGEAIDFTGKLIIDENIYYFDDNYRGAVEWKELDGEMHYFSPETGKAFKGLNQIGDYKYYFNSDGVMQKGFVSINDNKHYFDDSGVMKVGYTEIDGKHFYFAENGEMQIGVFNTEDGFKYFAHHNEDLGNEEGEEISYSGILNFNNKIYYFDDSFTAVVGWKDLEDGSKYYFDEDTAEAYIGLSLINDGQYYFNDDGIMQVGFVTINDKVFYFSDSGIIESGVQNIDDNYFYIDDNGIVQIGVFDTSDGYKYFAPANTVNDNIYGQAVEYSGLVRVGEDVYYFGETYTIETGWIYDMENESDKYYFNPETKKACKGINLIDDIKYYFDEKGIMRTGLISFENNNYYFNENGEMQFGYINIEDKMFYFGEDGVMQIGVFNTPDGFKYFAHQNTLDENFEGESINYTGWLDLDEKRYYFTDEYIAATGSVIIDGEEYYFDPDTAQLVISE
BioA inh: M. tuberculosis BioA enzyme inhibitors, primary screen, biochemical, plate reader, single point, HTS. 7,8-diaminopelargonic acid synthase BioA (Mycobacterium tuberculosis). purified M. tuberculosis BioA enzyme. inhibition, % at 9.99 µM. hit rate 0.096% among 360,000; in the data active = inhibition above about 40%
An asterisk follows results filed as active; & = joins results of further samples.

Compound,TcdB GH inh,BioA inh
O=C(Nc1ccccc1F)N1C[C@@H]2[C@H](c3ccccc31)[C@@H](CO)N2C(=O)Cc1ccccc1,-0.6,0.3
COc1ccc(S(=O)(=O)Nc2ccc3c(c2)CC(=O)N([C@H](C)CO)C[C@H](C)[C@H](CN(C)S(=O)(=O)c2ccc(Cl)cc2)O3)cc1,-0.3,-0.1
COc1ccc(-c2cnc3c(c2)C(=O)N([C@@H](C)CO)C[C@@H](C)[C@H](CN(C)Cc2ccc(C(=O)O)cc2)O3)cc1,-1.1,-1.6
CCCC#Cc1cnc2c(c1)C(=O)N([C@@H](C)CO)C[C@@H](C)[C@@H](CN(C)C(=O)Nc1cc(F)ccc1F)O2,0.8,0.3
Cc1ccccc1S(=O)(=O)N1CCCCN2[C@H](CO)[C@H](c3ccc(C#CCN(C)C)cc3)[C@H]2C1,0.2,-2.4
Cc1noc(C)c1S(=O)(=O)N(C)C[C@@H]1OCCCC[C@H](C)Oc2ccc(NC(=O)Nc3ccc(C(F)(F)F)cc3)cc2C(=O)N([C@H](C)CO)C[C@H]1C,-1.2,-3.4
C[C@H](CO)N1C[C@H](C)[C@H](CN(C)Cc2ccc(C(=O)O)cc2)Oc2ncc(-c3ccccc3)cc2C1=O,-2.5,3.0
CCC(=O)N(C)C[C@@H]1Oc2cc(/C=C/c3ccccc3)ccc2S(=O)(=O)N([C@@H](C)CO)C[C@@H]1C,1.8,-2.3
COc1ccc([Si](C)(C)[C@H]2[C@H](CCO)O[C@@]3(C(=O)N(Cc4ccc(N5CCOC5=O)cc4)c4ccccc43)[C@@H]2C)cc1,0.6,-1.6
Cc1noc(C)c1NC(=O)Nc1ccc2c(c1)CC(=O)N([C@H](C)CO)C[C@@H](C)[C@H](CN(C)Cc1ccccc1)O2,0.2,0.5

New compounds follow.
Compound,TcdB GH inh,BioA inh
C[C@@H](NC(=O)C[C@H]1C=C[C@H](NC(=O)Cc2ccccn2)[C@H](CO)O1)c1ccccc1,-0.5,-1.3
C[C@@H]1CN([C@H](C)CO)C(=O)Cc2cc(NS(=O)(=O)c3cccs3)ccc2O[C@@H]1CN(C)C(=O)Nc1ccc(C(F)(F)F)cc1,-0.4,-2.2
C[C@@H]1CN([C@@H](C)CO)C(=O)c2cc(-c3cncnc3)cnc2O[C@@H]1CN(C)C(=O)Cc1cccnc1,-8.3,-1.9
COC(=O)C[C@@H]1CC[C@H]2[C@@H](COC[C@@H](O)CN2S(=O)(=O)c2ccccc2C)O1,0.7,0.9
CC(C)NC(=O)Nc1ccc2c(c1)C(=O)N([C@H](C)CO)C[C@H](C)[C@@H](CN(C)Cc1ccc(C(=O)O)cc1)O2,-0.8,-1.2
C[C@@H]1CN([C@H](C)CO)C(=O)c2cccc(NC(=O)Nc3ccc4c(c3)OCO4)c2O[C@@H]1CN(C)CC1CCCCC1,0.6,0.4
C[C@H]1CN([C@@H](C)CO)C(=O)c2cc(NS(C)(=O)=O)ccc2O[C@H]1CN(C)Cc1ccc2c(c1)OCO2,0.3,2.9
CO[C@H]1CN(C)C(=O)c2ccc(NC(=O)c3ccccc3)cc2OC[C@@H](C)N(CC2CC2)C[C@@H]1C,-0.1,-1.6
COCC#Cc1ccc2c(c1)O[C@@H](CN(C)C(=O)C1CCC1)[C@H](C)CN([C@@H](C)CO)S2(=O)=O,0.1,-3.5
CN1CCN(C(=O)C[C@@H]2CC[C@@H]3[C@H](COC[C@@H](O)CN3Cc3cccc(Cl)c3)O2)CC1,-3.0&-1.3,-0.2

A second format for two compounds above:
Order of values – TcdB GH inh	BioA inh
> C[C@@H]1CN([C@H](C)CO)C(=O)c2cccc(NC(=O)Nc3ccc4c(c3)OCO4)c2O[C@@H]1CN(C)CC1CCCCC1
→ 0.6	0.4
> COCC#Cc1ccc2c(c1)O[C@@H](CN(C)C(=O)C1CCC1)[C@H](C)CN([C@@H](C)CO)S2(=O)=O
→ 0.1	-3.5

Remaining list, next part.
Compound,TcdB GH inh,BioA inh
NC(=O)NCC#Cc1ccc2c(c1)[C@]1(C(=O)N2)[C@H](c2ccccc2OCCO)N2[C@H](c3ccccc3)[C@H](c3ccccc3)OC(=O)[C@H]2[C@@H]1C(=O)O,0.1,2.6
O=C(Nc1ccc2c(c1)[C@@H]1C[C@H](CC(=O)N3CCOCC3)O[C@H](CO)[C@@H]1O2)NC1CCCCC1,-1.3,-0.4
C/C=C/c1cnc2c(c1)C(=O)N([C@H](C)CO)C[C@@H](C)[C@@H](CN(C)C(=O)C1CCCCC1)O2,0.7,-2.5
C[C@@H]1CN([C@@H](C)CO)C(=O)CCCn2cc(nn2)CO[C@@H]1CN(C)C(=O)Nc1ccc(C(F)(F)F)cc1,0.4,-0.3
O=C(NCCc1ccncc1)[C@H]1[C@H](CO)[C@H]2Cn3c(cccc3=O)[C@@H]1N2Cc1ccccc1F,-0.8,0.4
CC(=O)NC[C@@H]1[C@@H](c2ccc(-c3cccc(F)c3)cc2)[C@H](CO)N1C(C)=O,-0.4,-0.3
Cc1ccc(S(=O)(=O)N(C)C[C@H]2Oc3ccc(NS(=O)(=O)c4ccc(Cl)cc4)cc3CC(=O)N([C@H](C)CO)C[C@H]2C)cc1,0.6,-1.4
C[C@@H]1CN([C@@H](C)CO)C(=O)Cc2cc(NC(=O)Cc3ccccc3)ccc2O[C@H]1CN(C)S(=O)(=O)c1cccs1,-6.6,-1.9
COCCNC(=O)C[C@H]1CC[C@H]2[C@H](COc3ccc(NC(=O)C4CCCC4)cc3C(=O)N2C)O1,-0.6,-2.3
O=C(Cc1ccccn1)NCC[C@H]1CC[C@H](NC(=O)Nc2ccc(Cl)cc2)[C@@H](CO)O1,0.5,-2.5

(next part)
Compound,TcdB GH inh,BioA inh
C[C@@H]1CN([C@H](C)CO)C(=O)c2ccccc2-c2ccccc2CO[C@H]1CN(C)C(=O)Cc1ccccc1,0.5,0.6
O=C(C[C@H]1C[C@H]2c3cc(NC(=O)NC4CCCCC4)ccc3O[C@H]2[C@H](CO)O1)NCc1ccccc1,1.0,0.7
O=C(C[C@@H]1C=C[C@H](NC(=O)C2CCOCC2)[C@H](CO)O1)NCC1CC1,-0.3,2.6
Cc1noc(C)c1NC(=O)N(C)C[C@H]1OCCCC[C@H](C)Oc2ccc(NC(=O)NC3CCCCC3)cc2C(=O)N([C@@H](C)CO)C[C@@H]1C,0.5,-2.0
C[C@H]1CN([C@@H](C)CO)C(=O)c2cc(NC(=O)C3CCCCC3)ccc2O[C@@H]1CN(C)Cc1ccc(C(F)(F)F)cc1,-0.5,-2.0
Cc1noc(C)c1NC(=O)Nc1cccc2c1O[C@H](CN(C)Cc1ccc(C(F)(F)F)cc1)[C@H](C)CN([C@@H](C)CO)C2=O,0.1,1.6
Cc1noc(C)c1S(=O)(=O)N(C)C[C@H]1OCCCC[C@@H](C)Oc2ccc(NC(=O)Nc3ccc(F)cc3)cc2C(=O)N([C@@H](C)CO)C[C@H]1C,-0.5,-0.1
CO[C@@H]1CN(C)C(=O)c2cc(NC(=O)Nc3cccc(F)c3)ccc2OC[C@H](C)N(C)C[C@@H]1C,0.8,3.1
O=C(C[C@H]1CC[C@@H]2[C@H](COC[C@@H](O)CN2Cc2cc(F)ccc2F)O1)NCc1ccc(F)cc1,-0.3,-0.8
CCC(=O)Nc1ccc2c(c1)C(=O)N(C)C[C@H](OC)[C@@H](C)CN(C(=O)c1ccc(F)cc1)[C@@H](C)CO2,0.0,0.4

More compounds follow.
Compound,TcdB GH inh,BioA inh
COc1ccccc1NC(=O)N1CCCCN2[C@@H](CO)[C@@H](c3ccc(-c4ccccc4)cc3)[C@@H]2C1,0.7,-4.4
COCC(=O)Nc1ccc2c(c1)C(=O)N(C)C[C@H](OC)[C@H](C)CN(Cc1ccncc1)[C@@H](C)CO2,-3.7,-2.8
Cc1noc(C)c1NC(=O)N(C)C[C@@H]1Oc2ccc(NC(=O)Cc3ccccc3)cc2C(=O)N([C@H](C)CO)C[C@H]1C,-1.1,-1.1
CO[C@@H]1CN(C)C(=O)c2ccc(NC(C)=O)cc2OC[C@H](C)N(C(=O)C2CCC2)C[C@@H]1C,-0.9,0.2
C[C@@H]1CN([C@@H](C)CO)S(=O)(=O)c2ccc(C#CC3CC3)cc2O[C@@H]1CN(C)CC1CC1,-0.9,1.0
CCCN1C[C@@H](C)[C@H](OC)CN(C)C(=O)c2ccc(NC(=O)Nc3cccc(F)c3)cc2OC[C@@H]1C,0.5,11
COc1cccc(S(=O)(=O)N(C)C[C@H]2Oc3ncc(-c4cccc(C(=O)N(C)C)c4)cc3C(=O)N([C@H](C)CO)C[C@@H]2C)c1,0.4,-0.4
Cc1ccc(S(=O)(=O)N(C)C[C@@H]2Oc3ccc(NS(=O)(=O)c4ccc(Cl)cc4)cc3CC(=O)N([C@H](C)CO)C[C@H]2C)cc1,-1.8,2.5
C[C@@H]1CN([C@@H](C)CO)C(=O)c2cccc(NC(=O)NC3CCCCC3)c2O[C@H]1CN(C)C(=O)Nc1ccc(F)cc1,2.3,4.4
O=C(C[C@H]1CC[C@@H]2[C@H](COC[C@H](O)CN2S(=O)(=O)c2ccc(F)cc2)O1)N[C@@H]1CCN(Cc2ccccc2)C1,-1.9,0.3

The list continues.
Compound,TcdB GH inh,BioA inh
CN1CCN(C(=O)C[C@H]2CC[C@H]3[C@@H](COC[C@H](O)CN3CC3CCCCC3)O2)CC1,-0.3,-0.6
C[C@@H]1CN([C@@H](C)CO)C(=O)c2cc(NS(C)(=O)=O)ccc2O[C@@H](C)CCCCO[C@H]1CN(C)Cc1ccncc1,0.2,-2.6
O=C(C[C@H]1C=C[C@H](NC(=O)Nc2ccc(C(F)(F)F)cc2)[C@H](CO)O1)NCc1ccccn1,-0.8,-2.7
CC(C)NC(=O)N[C@H]1CC[C@@H](CC(=O)NCCN2CCCC2)O[C@@H]1CO,-0.2,0.1
C[C@@H]1CN([C@@H](C)CO)C(=O)Cc2cc(NC(=O)Cc3cn(C)c4ccccc34)ccc2O[C@H]1CN(C)S(=O)(=O)c1cn(C)cn1,0.1,2.3
CCC(=O)N1C[C@H](C)[C@H](OC)CN(C)C(=O)c2cc(NC(=O)c3ccc(F)cc3)ccc2OC[C@H]1C,-0.9,0.4
CCNC(=O)[C@@H]1[C@@H](CO)[C@@H]2Cn3c(ccc(/C=C/c4ccccc4)c3=O)[C@@H]2N1C(=O)C1CC1,0.8,-0.8
CO[C@H]1CN(C)C(=O)c2cc(NC(=O)C3CCOCC3)ccc2OC[C@@H](C)NC[C@H]1C,-0.4,-2.7
O=C(C[C@@H]1CC[C@@H]2[C@H](COC[C@@H](O)CN2CC2CCOCC2)O1)NCC1CCCCC1,-1.6,-3.9
O=C(C[C@@H]1C=C[C@@H](NC(=O)CCN2CCCCC2)[C@H](CO)O1)Nc1nccs1,0.5,-2.1

Random excerpt: 5 records from the list, in no set order.
Compound,TcdB GH inh,BioA inh
C[C@@H]1CN([C@@H](C)CO)C(=O)c2cc(NS(C)(=O)=O)ccc2O[C@@H](C)CCCCO[C@H]1CN(C)Cc1ccncc1,0.2,-2.6
O=C(C[C@H]1C=C[C@H](NC(=O)Nc2ccc(C(F)(F)F)cc2)[C@H](CO)O1)NCc1ccccn1,-0.8,-2.7
CCC(=O)N1C[C@H](C)[C@H](OC)CN(C)C(=O)c2cc(NC(=O)c3ccc(F)cc3)ccc2OC[C@H]1C,-0.9,0.4
CO[C@H]1CN(C)C(=O)c2cc(NC(=O)C3CCOCC3)ccc2OC[C@@H](C)NC[C@H]1C,-0.4,-2.7
O=C(C[C@@H]1C=C[C@@H](NC(=O)CCN2CCCCC2)[C@H](CO)O1)Nc1nccs1,0.5,-2.1

New compounds follow
Compound,TcdB GH inh,BioA inh
COc1ccc(CN(C)C[C@@H]2Oc3ccc(NC(=O)NC4CCCCC4)cc3C(=O)N([C@H](C)CO)C[C@H]2C)cc1,-2.8,-0.8
CC(C)NC(=O)Nc1ccc2c(c1)C(=O)N([C@@H](C)CO)C[C@@H](C)[C@H](CN(C)CC1CCCCC1)OCCCC[C@H](C)O2,0.6,-1.4
C[C@@H]1CCCCO[C@@H](CN(C)C(=O)NC2CCCCC2)[C@H](C)CN([C@H](C)CO)C(=O)c2cc(NS(=O)(=O)c3cn(C)cn3)ccc2O1,-0.9,0.9
C[C@@H]1CN([C@H](C)CO)C(=O)Cc2cc(NC(=O)Nc3cccc4ccccc34)ccc2O[C@@H]1CN(C)C(=O)NC1CCCCC1,-3.7,0.3
CCCN(C)C[C@H]1Oc2ncc(-c3ccccc3F)cc2C(=O)N([C@H](C)CO)C[C@H]1C,-0.8,-1.8
C[C@@H]1CCCCO[C@H](CN(C)Cc2ccncc2)[C@H](C)CN([C@H](C)CO)C(=O)c2cc(NC(=O)c3ccncc3)ccc2O1,-1.1,-3.1
C[C@@H]1CN([C@@H](C)CO)C(=O)Cc2cc(NS(=O)(=O)c3cccs3)ccc2O[C@H]1CN(C)C(=O)Nc1ccccc1,-0.5,1.9
CC(C)(C)[S@](=O)N1Cc2cc(C(=O)NCCN3CCCCC3)nc(-c3cccc(-c4cccc(C#N)c4)c3)c2[C@@H]1CCO,1.7,-0.1
COCC(=O)N(C)C[C@@H]1Oc2cc(C#Cc3ccccc3)ccc2S(=O)(=O)N([C@H](C)CO)C[C@H]1C,1.4,1.0
CCCN(C)C[C@@H]1OCCCC[C@@H](C)Oc2ccc(NC(=O)Nc3ccc4c(c3)OCO4)cc2C(=O)N([C@H](C)CO)C[C@H]1C,0.7,-0.3
CO[C@H]1CN(C)C(=O)c2ccc(NC(=O)C3CC3)cc2OC[C@@H](C)N(Cc2nccs2)C[C@@H]1C,0.2,-0.2
CN(C)C(=O)C[C@@H]1CC[C@H]2[C@@H](COC[C@@H](O)CN2S(=O)(=O)c2ccccc2)O1,-0.4,-0.2
Cc1ccc(S(=O)(=O)N[C@H]2CC[C@H](CCNC(=O)c3ccc4c(c3)OCO4)O[C@@H]2CO)cc1,0.0,3.6

The list is partial, so the mix of outcomes need not match the whole.
